Compound activity: PubChem BioAssay, NCI
Growth percent in the NCI-60 one-dose screen (48 h, 10 µM unless noted): 100 = growth as untreated, 0 = no growth, -100 = all killed.
SF-268 = SF-268 CNS cancer cells; hit rate 3.1% among 82,000
HCC-2998 = HCC-2998 colon cancer. hit rate 4.7% among 79,000. AID 1794799
SF-539 = SF-539 CNS cancer; hit rate 6.8% among 81,000; AID 1794752
SF-295 = SF-295 CNS cancer cells; hit rate 5.6% among 79,000; AID 1794758
SNB-19 = SNB-19 CNS cancer cells; hit rate 2.5% among 81,000
SNB-75 = SNB-75 CNS cancer. AID 1794750. hit rate 5% among 79,000
U251 = U251 CNS tumor cells. AID 1794753. hit rate 5.4% among 80,000
PC-3 = PC-3 prostate cancer cells. hit rate 3.9% among 80,000
Starred values were filed as active, the others as inactive; nt = not tested or not shown; & = joins results of further samples. Rule for the calls: active = growth percent below 10; inactive = the rest.

canonical_smiles	SF-268	HCC-2998	SF-539	SF-295	SNB-19	SNB-75	U251	PC-3
C=C(C)[C@@H]1CC[C@]2(C(=O)N3CCNCC3)CC[C@]3(C)[C@H](CC[C@@H]4[C@@]5(C)CCCNC(C)(C)[C@@H]5CC[C@]43C)[C@@H]12	93.0	104.4	95.5	99.5	97.8	87.4	86.3	58.8
O=C1CC=C(Nc2ccc(C(=O)Nc3cccc(Cl)c3Cl)cc2)N=N1	74.5	55.3	64.9	nt	84.1	61.2	51.0	71.8
CC1=CSC2=NC(c3ccc(Cl)cc3)=CC(c3ccc(Cl)cc3)N12 (stereo not drawn)	100.3	104.7	102.4	100.2	100.5	91.3	103.4	102.7
CC(C)=CCC[C@](C)(O)[C@H]1CC[C@]2(C)[C@@H]1CC[C@@H]1[C@@]3(C)CC[C@H](OCCC#N)C(C)(C)[C@@H]3CC[C@]12C	89.0	91.9	92.6	85.5	100.1	90.0	83.6	73.3
O=C(O)C(Oc1ccc(Cl)cc1)c1ccc(Cl)cc1 (stereo not drawn)	95.1	105.6	97.6	98.3	103.1	79.4	108.3	92.9
Nc1nc(SCc2ccccc2)c2ncn(C3CCCO3)c2n1 (stereo not drawn)	111.5	110.9	98.3	97.5	nt	65.5	89.8	87.9
BrC(Br)(Br)COCOCC(Br)(Br)Br	104.0	108.2	99.6	100.5	113.5	100.1	94.7	94.8
O=C(Cn1cccc(NC(=O)OCc2ccccc2)c1=O)Nc1ccccc1	104.8	109.5	89.2	102.5	94.1	82.2	94.5	98.0
NC(=O)c1c(NC(=O)c2ccc3c(c2)OCO3)sc2c1CCC1(C2)OCCO1	95.9	93.9	94.6	99.1	106.1	65.4	96.8	97.7
C[N+](C)(CC(=O)O)c1ccccc1	99.4	100.1	94.3	96.3	101.1	97.3	103.7	100.4
CCN(CC)c1ccc(\C=N/N=C(N)/C(N)=N\N=C/c2ccc(N(CC)CC)cc2)cc1	104.6	114.5	106.9	98.9	112.8	93.0	97.9	97.1
O=c1[nH]c(N2CCOCC2)nc2c(-c3cccc4c3sc3ccccc34)cccc12	86.6	100.4	83.6	84.2	102.1	82.7	100.1	57.3
c1ccc(N2CCN(c3ncnc4cc[nH]c34)CC2)cc1	115.5	110.3	109.5	82.6	109.2	109.3	86.3	86.2
CC1=C(C)C[C@@]2(Cc3ccccc3C2=O)S(=O)C1 (stereo partly drawn)	107.3	97.3	103.9	60.3	107.3	77.4	77.9	49.5
CCOc1ccccc1Nc1nc(N)nc(Cl)c1CC	97.7	107.9	106.2	100.8	98.8	87.5	104.8	nt
O=C(O)c1c[nH]c(=O)c([N+](=O)[O-])c1	96.8	97.3	84.9	102.5	102.5	99.3	108.9	104.3
CCCC(=O)c1ccc(C)s1	106.2	103.0	101.3	102.1	101.6	98.7	98.2	100.1
COc1ccc(/C=C/C(=O)Nc2ncnc3nc[nH]c23)cc1	93.5	111.0	100.4	107.0	99.7	82.0	99.4	98.1
COc1ccc(Cl)cc1N	111.0	111.3	109.9	113.2	104.2	94.7	113.6	96.1
COc1ccc(C(=O)COc2cccc(/C=C3\CSc4ccc(Cl)cc4C3=O)c2)cc1	91.0	95.2	104.4	95.9	91.3	99.3	71.1	61.9
CCCCOCCOCCOCc1cc2c(cc1Br)OCO2	103.2	107.9	92.5	100.1	106.2	99.7	94.9	93.2
O=C1/C(=C/C(Cl)=C/c2ccccc2)SC(=S)N1CCc1ccc(O)cc1	19.8	-68.1*	3.3*	5.0*	6.9*	17.3	-58.3*	nt
O=C1CC[C@@H](C(=O)O)N1	107.0&109.3	108.7&100.2	94.2&105.7	102.2&95.0	103.5&105.7	87.1	105.6&115.5	94.3&99.2
COc1cc(N=C2C(=O)N(Cc3ccccc3)c3ccccc32)cc(OC)c1OC	97.4	nt	93.0	94.3	95.1	82.6	94.2	97.8
CC1CCC(NC(=O)N(CCCl)N=O)CC1 (stereo not drawn)	118.5	102.8	110.2	106.1	105.4	98.6	102.6	101.5

(more compounds)
canonical_smiles	SF-268	HCC-2998	SF-539	SF-295	SNB-19	SNB-75	U251	PC-3
CCOC(=O)C1[C@@H]2C(=O)N(c3ccccc3)C(=O)[C@@H]2[C@H](c2nc[nH]c2C)N1Cc1ccccc1 (stereo partly drawn)	109.3	89.7	nt	nt	84.2	97.3	91.0	81.5
O=c1[nH]c2ccc(Cl)cc2cc1CSc1ccc(Nc2nccc(-c3ccc(C(F)(F)F)cc3)n2)cc1	102.7	108.3	103.3	102.6	99.0	93.1	106.9	95.4
COc1ccc(C(=O)C[n+]2ccn(CC(=O)Nc3cccc4cccnc34)c2)cc1	78.5	84.2	81.4	99.7	77.3	45.1	86.6	76.7
NC(=O)C(=CNc1nc(-c2ccc(Cl)c(Cl)c2)cs1)C(N)=O	97.2	88.4	107.2	140.1	102.7	nt	105.6	92.0
Cc1cc(Br)ccc1N=c1scc(-c2ccc(Cl)cc2)n1C	98.4	105.4	93.9	88.7	125.2	83.8	93.5	89.2
C#CCOc1ccc(/C=N/Nc2nc(-c3ccc(F)cc3)cs2)cc1OC	84.8	92.9	70.6	79.2	77.5	81.8	89.4	24.2
CC1(C)C=Cc2c(cc3occ(-c4ccc(O)cc4)c(=O)c3c2O)O1	106.4	101.8	97.7	94.2	96.9	99.0	103.7	93.4
CN1CCN(Cc2ccc(NC(=O)c3cncc(C#Cc4ccc(N)nc4)c3)cc2C(F)(F)F)CC1	15.8	29.8	-39.8*	11.5	37.2	4.6*	14.9	15.6
CC12CCC(O)CC1=CCC1C2CCC2(C)C3=NN=CC3CC12 (stereo not drawn)	105.5	106.6	106.3	nt	103.4	93.7	100.6	102.8
S=C1SCCCS1	109.6	108.5	105.4	113.1	107.1	110.2	99.3	100.1
CC[C@]12C=CCN3CC[C@]4(C(=C(C(=O)OC)C1)Nc1cc(OC)c([C@@H]5[C@H]6O[C@H]6[C@@]6(CC)CC(C(=O)OC)=C7Nc8cc(OC)ccc8[C@@]78CCN5[C@@H]68)cc14)[C@@H]32	57.3	111.7	61.4	53.8	58.2	50.0	48.4	18.7
C=CC(=O)Nc1cc(Nc2nccc(-c3cn(C)c4ccccc34)n2)c(OC)cc1N(C)CCN(C)C	-15.6*	-86.4*	-90.7*	-41.4*	-7.9*	-6.9*	-72.7*	-52.6*
C=C1SC(=Nc2c(C)cccc2Cl)N(C(=O)c2sc3ccccc3c2Cl)C12CCCCC2	103.6	88.0	98.5	85.4	94.4	82.5	89.9	61.9
Cc1csc(=O)[nH]1	90.5	112.5	106.2	117.8	90.4	86.8	100.0	103.6
COc1cccc(/C=C\C(=O)c2ccccc2)c1	60.4	104.2	87.7	77.5	nt	78.9	35.1	63.5
COC(=O)COc1ccc(/C=C2/NC(=O)N(c3ccccc3)C2=O)cc1	106.9	143.4	96.3	91.5	104.7	95.7	96.7	97.6
Cn1cnc2c1c(=O)n(CC(=O)Nc1ccccc1)c(=O)n2C	107.5	104.3	101.2	102.6	99.1	85.8	96.8	89.4
O=c1[nH]c2ccccc2cc1CSc1nccc(-c2ccc3ccccc3c2)n1	85.4	83.5	71.2	70.8	nt	86.6	65.2	50.0
COc1cc(C=Nc2oc(-c3ccccc3)c(-c3ccccc3)c2C#N)cc(CN2CCOCC2)c1O	97.2	106.7	101.0	101.2	102.7	72.4	nt	94.2
Cc1coc(NS(=O)(=O)c2ccc(N=Nc3c(N)n(C)c(=O)n(C)c3=O)cc2)c1C	110.1	96.7	109.1	93.4	103.8	83.8	97.5	94.5
Cc1nssc1=S	106.1	108.4	101.3	99.7	96.5	92.3	102.1	88.2
CC1=C(CC/C=N/Nc2ccc([N+](=O)[O-])cc2[N+](=O)[O-])C2=C(C)C3(CC3)[C@@](C)(O)C(=O)C2=C1	76.9	79.9	87.4	74.8	91.8	90.0	82.3	59.7
COc1ccc(C(=O)CCC(=O)O)cc1	95.6	101.8	98.7	95.0	103.7	99.9	83.1	92.5
O=C(Nc1cccc(Cl)c1)Nc1nc2ccc(-c3ccco3)cc2s1	105.0	94.0	85.1	91.0	88.0	114.6	61.2	46.9
CN(C)c1ccc(CC(N)C(=O)O)cc1 (stereo not drawn)	100.0	100.5	96.7	95.2	96.4	93.4	97.0	89.4

Entries listed so far that contain a furan ring, fused or not, in the order listed:
canonical_smiles	SF-268	HCC-2998	SF-539	SF-295	SNB-19	SNB-75	U251	PC-3
COc1cc(C=Nc2oc(-c3ccccc3)c(-c3ccccc3)c2C#N)cc(CN2CCOCC2)c1O	97.2	106.7	101.0	101.2	102.7	72.4	nt	94.2
Cc1coc(NS(=O)(=O)c2ccc(N=Nc3c(N)n(C)c(=O)n(C)c3=O)cc2)c1C	110.1	96.7	109.1	93.4	103.8	83.8	97.5	94.5
O=C(Nc1cccc(Cl)c1)Nc1nc2ccc(-c3ccco3)cc2s1	105.0	94.0	85.1	91.0	88.0	114.6	61.2	46.9

(cont.)
canonical_smiles	SF-268	HCC-2998	SF-539	SF-295	SNB-19	SNB-75	U251	PC-3
CCn1c2ncccc2c2c3c(c4c5cccnc5n(C)c4c21)C(=O)NC3=O	72.3	85.2	94.6	57.5	82.6	60.6	65.4	72.1
COc1ccc2[nH]c(O)c(N=Nc3nc(-c4ccc(Br)cc4)cs3)c2c1	30.5	51.4	-68.4*	9.7*	36.4	-41.4*	-39.5*	21.0
O=C(CCC(=O)c1nc2ncccc2[nH]1)NN1C(=O)CSC1c1ccc(Br)cc1 (stereo not drawn)	91.5	109.5	105.8	102.6	95.8	95.7	94.5	95.0
COc1ccc(C(=O)Nc2cccc(-c3cc(=O)c4ccccc4o3)c2)cc1	92.8	102.2	83.5	84.6	90.9	87.1	96.8	81.5
Cc1[nH]c(=S)sc1C	99.5	96.1	97.1	100.7	106.7	85.0	93.7	101.1
O=[N+]([O-])c1ccc(F)cc1	100.1	96.8	95.5	104.0	106.7	nt	99.8	101.5
COc1ccccc1Nc1nc(-c2ccc(O)cc2)nc2n[nH]c(Nc3ccccc3)c12	56.3	52.4	44.0	51.2	nt	56.9	61.7	52.7
O=C(NCCN1CCOCC1)n1cc(-c2ccncc2)c(-c2ccc(O)c(Cl)c2)n1	113.8	112.9	103.3	116.6	104.8	nt	109.9	76.9
CCCCC(c1ccccc1)N(C)CC(O)c1ccc(Cl)cc1 (stereo not drawn)	99.2	98.4	97.7	64.2	87.5	nt	90.4	61.3
CC/C(Cc1ccccc1)=C(\c1ccc(OCCN2CCOCC2)cc1)c1ccc(OC(=O)NCc2ccccc2)cc1	93.6	101.2	108.2	104.1	97.5	96.6	91.6	66.7

An excerpt of these results, with values under each structure.
Screens in order: SF-268 | HCC-2998 | SF-539 | SF-295 | SNB-19 | SNB-75 | U251 | PC-3
- O=[N+]([O-])c1ccc(F)cc1
  100.1 | 96.8 | 95.5 | 104.0 | 106.7 | nt | 99.8 | 101.5
- COc1ccccc1Nc1nc(-c2ccc(O)cc2)nc2n[nH]c(Nc3ccccc3)c12
  56.3 | 52.4 | 44.0 | 51.2 | nt | 56.9 | 61.7 | 52.7
- O=C(NCCN1CCOCC1)n1cc(-c2ccncc2)c(-c2ccc(O)c(Cl)c2)n1
  113.8 | 112.9 | 103.3 | 116.6 | 104.8 | nt | 109.9 | 76.9
- CCCCC(c1ccccc1)N(C)CC(O)c1ccc(Cl)cc1 (stereo not drawn)
  99.2 | 98.4 | 97.7 | 64.2 | 87.5 | nt | 90.4 | 61.3
- CC/C(Cc1ccccc1)=C(\c1ccc(OCCN2CCOCC2)cc1)c1ccc(OC(=O)NCc2ccccc2)cc1
  93.6 | 101.2 | 108.2 | 104.1 | 97.5 | 96.6 | 91.6 | 66.7

An excerpt from above in order of molar mass, smallest number first:
canonical_smiles	SF-268	HCC-2998	SF-539	SF-295	SNB-19	SNB-75	U251	PC-3
Cc1[nH]c(=S)sc1C	99.5	96.1	97.1	100.7	106.7	85.0	93.7	101.1
O=C(NCCN1CCOCC1)n1cc(-c2ccncc2)c(-c2ccc(O)c(Cl)c2)n1	113.8	112.9	103.3	116.6	104.8	nt	109.9	76.9
CC/C(Cc1ccccc1)=C(\c1ccc(OCCN2CCOCC2)cc1)c1ccc(OC(=O)NCc2ccccc2)cc1	93.6	101.2	108.2	104.1	97.5	96.6	91.6	66.7
